From PubChem
Menin-MLL TR inh: menin-MLL binding inhibition, Texas Red mutant peptide; O00255; Menin + Texas Red MLL mutant peptide, fluorescence polarization; 270,000 compounds, 0.23% hits; Potency, µM (top dose mostly 61.6 µM), for inactives: at the highest dose FP activity change, negative = inhibition, actives largely listed as inhibitors; AID 1768; active = well fitted inhibition curve with a large enough effect in the polarisation, with a control signal flat, not every such curve was filed as active; inconclusive = small, poorly fitted or top-dose-only effect, or effect the other way, or a change in a side signal; inactive = no such curve, though single readings can be large or run the other way; the % refers to the polarisation; also: potency is read from the fitted curve at half-maximal effect; % of control where 0% means no effect; many of its hits are not listed in these tables
Target sequence (O00255 whole entry, looked up): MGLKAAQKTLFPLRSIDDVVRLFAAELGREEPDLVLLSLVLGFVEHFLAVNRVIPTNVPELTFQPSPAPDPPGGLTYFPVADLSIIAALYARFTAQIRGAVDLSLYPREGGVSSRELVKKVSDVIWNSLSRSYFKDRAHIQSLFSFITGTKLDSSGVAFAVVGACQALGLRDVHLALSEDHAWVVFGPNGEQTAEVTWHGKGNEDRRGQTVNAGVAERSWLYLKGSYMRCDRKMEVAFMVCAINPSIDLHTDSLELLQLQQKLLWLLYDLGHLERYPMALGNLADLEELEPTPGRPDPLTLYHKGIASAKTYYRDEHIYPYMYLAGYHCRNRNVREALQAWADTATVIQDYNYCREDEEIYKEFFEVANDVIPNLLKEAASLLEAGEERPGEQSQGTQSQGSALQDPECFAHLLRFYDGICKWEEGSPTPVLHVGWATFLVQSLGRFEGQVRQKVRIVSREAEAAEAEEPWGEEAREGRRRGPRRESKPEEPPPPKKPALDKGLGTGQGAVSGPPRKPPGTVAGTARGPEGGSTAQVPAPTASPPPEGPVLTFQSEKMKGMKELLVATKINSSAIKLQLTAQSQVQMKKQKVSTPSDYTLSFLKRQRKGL
Mito fusion act: mitochondrial division inhibition or fusion activation. 320,000 compounds, 0.23% hits. AID 485298. Potency, µM (doses to about 46.1 µM), without a hit: at the highest dose growth rescue (activation), actives largely listed as activators. S. cerevisiae fusion-defective mutant growth rescue, CellTiterGlo 48 h;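 also: potency is read from the fitted curve at half-maximal effect; % of control where 0% means no effect; nearly all actives have a fitted effect of over 45% in size; temperature-sensitive fusion mutants such as fzo1-1 at 37 °C on non-fermentable ethanol glycerol medium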
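Temperature-sensitive fusion-defective S. cerevisiae (e.g. fzo1-1, mgm1-5) were grown with compound in YPEG medium (3% ethanol, 3% glycerol) for 48 hours at 37C. Growth rescue was measured as viability by CellTiterGlo luminescence after 10 minutes at ambient.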
MBNL1-CUG inh: inhibitors of human MBNL1 binding to CUG repeat RNA; TR-FRET MBNL1-His/biotin-(CUG)12 binding, 665/545 ratio; Potency, µM (series often up to 57.5 µM), for the others: at the top dose activity change, negative = inhibition, actives largely listed as inhibitors; 280,000 compounds, 0.036% hits; AID 2675; Q9NR56; active = well fitted inhibition curve with a large enough effect in the signal ratio, with a control signal flat, not every such curve was filed as active; inconclusive = small, poorly fitted or top-dose-only effect, or effect the other way, or a change in a side signal; inactive = no such curve, though single readings can be large or run the other way; the % refers to the signal ratio; also: potency is read from the fitted curve at half-maximal effect; % is scaled to controls: 0 for no effect and ±100 for the full control effect
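His-tagged MBNL1 binding to biotinylated (CUG)12 RNA was measured by TR-FRET using terbium anti-His antibody (0.055 ng/ul final) and streptavidin-XL665 (5 nM final). Compounds were titrated 92 nM to 58 uM; 60 min at room temperature.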
TSHR antag: antagonists of human thyroid stimulating hormone receptor | 330,000 compounds, 0.2% hits | activity change, negative = inhibition, % at 11.5 µM | AID 504810 | TSHR-expressing cells, TSH-stimulated cAMP HTRF, 2 h; hits give low values | P16473;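 active = activity change below a set negative limit, meaning inhibition stronger than a set level, cut at about -70% in these data; inconclusive = activity change between two set negative limits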; also: % is scaled to controls: 0 for no effect and ±100 for the full control effect
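Competitive HTRF cAMP read-out (cryptate anti-cAMP antibody, cAMP-d2; 30 min, room temperature) in freshly harvested TSHR cells. Compounds added before TSH at EC80 (4nM final), followed by 2 hours' incubation at 37 deg C.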
hERG WT inh: KCNH2 (human, wildtype) channel inhibition; Q12809; U2OS, BacMam KCNH2, thallium flux FluxOr; hits give low values; activity change, % at 1.84 µM; 340,000 compounds, 0.37% hits;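 active = maximum activity change below -70%; inconclusive = maximum activity change between -70% and -50%; inactive = maximum activity change above -50%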; also: % is scaled to controls: 0 for no effect and ±100 for the full control effect
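U2OS cells transduced with wild-type KCNH2 virus are loaded with FluxOr dye for 45 min, and thallium flux is measured in kinetic reads before and after stimulation buffer. Rate constants are normalized to DMSO controls.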
PKM2 act: increases activity of human pyruvate kinase M2; purified PKM2, Kinase-Glo ATP luminescence, activation; response scale: 0% is enzyme alone, no compound; Potency, µM (titrated, usually from 57.5 µM), for inactives: at the highest dose activation, most hits filed as activators; 260,000 compounds, 0.34% hits; also: potency is read from the fitted curve at half-maximal effect; % is scaled to controls: 0 for no effect and ±100 for the full control effect; nearly all actives have a fitted effect of over 55% in size
Target sequence (P14618 whole entry, looked up): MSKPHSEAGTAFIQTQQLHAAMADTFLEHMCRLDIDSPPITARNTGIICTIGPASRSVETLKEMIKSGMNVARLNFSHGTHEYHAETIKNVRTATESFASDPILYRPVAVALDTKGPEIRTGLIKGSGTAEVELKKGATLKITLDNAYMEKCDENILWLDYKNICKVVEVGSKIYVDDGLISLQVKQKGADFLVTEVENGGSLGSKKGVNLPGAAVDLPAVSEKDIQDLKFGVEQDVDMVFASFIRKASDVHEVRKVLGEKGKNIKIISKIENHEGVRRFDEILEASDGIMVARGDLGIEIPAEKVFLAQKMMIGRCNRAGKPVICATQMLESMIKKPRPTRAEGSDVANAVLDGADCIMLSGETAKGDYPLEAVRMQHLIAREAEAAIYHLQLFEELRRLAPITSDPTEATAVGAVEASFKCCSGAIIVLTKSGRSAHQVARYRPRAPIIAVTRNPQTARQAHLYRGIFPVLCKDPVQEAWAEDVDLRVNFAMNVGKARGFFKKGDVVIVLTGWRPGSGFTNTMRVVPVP
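Purified hPK-M2 (>95%) run at intermediate activity with 0.1 mM ADP and 0.5 mM PEP in 50 mM imidazole pH 7.2, KCl, MgCl2; 1 h room temperature. ATP formed read by Kinase-Glo luminescence; normalized to uninhibited and no-enzyme controls.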
USP2a block: blocks human ubiquitin-specific protease USP2a. O75604. USP2 core, Ub-CHOP2 coupled fluorogenic reporter, 485/531. Potency, µM (top dose mostly 38.3 µM), for inactives: at the top dose activity change, negative = inhibition, hits mostly inhibitors. 330,000 compounds, 0.01% hits. AID 463254;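 also: potency is read from the fitted curve at half-maximal effect; plate controls were DMSO wells for no effect and full inhibition by NEM control for full effect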
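Deubiquitinase activity read as fluorescence (485/531 nm) after Ub-CHOP2 cleavage activates the enterokinase reporter on its substrate; USP2 core 10nM, Ub-CHOP2 and substrate 25nM each, 30min compound preincubation then 60min RT; data normalized to NEM, curves fitted.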
BCR signal inh: chronic active BCR signaling inhibition; 340,000 compounds, 0.05% hits; ABC-DLBCL IkBa-CBG/CBR reporter, luminescence ratio, 4 h; Potency, µM (series often up to 46.1 µM), for the others: at the highest dose ratio change, negative = lower green/red ratio, most hits filed as inhibitors; active = well fitted inhibition curve with a large enough effect in the signal ratio, with a control signal flat, not every such curve was filed as active; inconclusive = small, poorly fitted or top-dose-only effect, or effect the other way, or a change in a side signal; the % refers to the signal ratio;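 also: potency is read from the fitted curve at half-maximal effect; plate controls were basal doxycycline-induced cells for no effect and cells given 10 µM MG132 for full effect; MG132 reads +100%, hits lower the ratio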
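Compounds up to 46 uM were incubated four hours with TMD8 cells whose green CBG68 luciferase is fused to IkappaBalpha; red CBR luminescence normalised the signal, and concentration-effect curves were fitted to fusion, red and ratio data.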
Eya2 phos inh: blocks the phosphatase activity of human Eya2; AID 488837; O00167; 330,000 compounds, 0.006% hits; recombinant Eya2, OMFP fluorescence dephosphorylation (OMFP is methylfluorescein phosphate); Potency, µM (doses to about 76.9 µM), inactives show top-dose activity, negative = inhibition, actives largely listed as inhibitors; also: potency is read from the fitted curve at half-maximal effect; % is scaled to controls: 0 for no effect and ±100 for the full control effect
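Eya2 (0.2 uM) preincubated 10 min at ambient with compound, then OMFP substrate added at 50 uM; 10 min reaction in 50 mM HEPES pH 7.5, 50 mM NaCl, 5 uM MgCl2, 0.05% BSA, 1 mM DTT. Fluorescence read at Ex 485/Em 525 nm.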
GALK inhibitor: galactokinase (human) inhibition. Purified GALK, Kinase-Glo residual ATP luminescence. P51570. Potency, µM (top dose mostly 57.5 µM), inactives show top-dose activity change, negative = inhibition, hits mostly inhibitors. 270,000 compounds, 0.007% hits; also: potency is read from the fitted curve at half-maximal effect; % is scaled to controls: 0 for no effect and ±100 for the full control effect
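Kinase-Glo Plus luminescence measured ATP left after a 1 h room-temperature reaction. The reaction used 5 nM GALK, 100 uM galactose and 35 uM ATP at pH 8.0 (20 mM HEPES, 5 mM MgCl2, 60 mM NaCl, 1 mM DTT, 0.01% BSA).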
S-ASM inh: human S-ASM enzyme inhibition; placental ASM, HMU-PC fluorogenic substrate, 60 min; AID 504937; P17405; Potency, µM (doses to about 57.5 µM), for inactives: top-dose activity change, negative = inhibition, usual class: inhibitors; 340,000 compounds, 0.006% hits; also: potency is read from the fitted curve at half-maximal effect
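HMU-PC0 cleavage (9 uM final) by human placental ASM, 60 min at 37 °C following 10 min compound exposure at RT; stopped at pH 10, fluorescence Ex 386/Em 447 nm.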
An asterisk follows results filed as active; u = inconclusive; x = not tested or not shown; [ ] = another dose, or the depositor's remark. Unless noted, calls follow the shape of the dose curve; as a rule, active = well fitted curve in the direction sought with a large enough effect; inconclusive = small, poorly fitted or top-dose-only effect, or another doubt; inactive = no such curve, though single readings can be large; an effect the other way counts as inactive or inconclusive.

SMILES	Menin-MLL TR inh	Mito fusion act	MBNL1-CUG inh	TSHR antag	hERG WT inh	PKM2 act	USP2a block	BCR signal inh	Eya2 phos inh	GALK inhibitor	S-ASM inh
O=C(CN1CCN(c2ccccc2)CC1)Nc1ccccc1C(F)(F)F	-5.5%	2.9%	7.7%	1.2	-3.6	-4.9%	0.7%	u	6.4%	1.6%	-3.9%
Cc1cc(C)nc(N(C#N)CN2C(=O)c3ccccc3S2(=O)=O)n1	3.5%	-3.4%	-4.1%	-5.7	-17.2	8.2%	0.6%	-4.4%	20.4%	10.7%	-3.5%
O=[N+]([O-])c1cc([N+](=O)[O-])c(N2CCCCCC2)cc1NCCO	24.7%	16.2%	u	-13.3	-3.4	-1.0%	-5.5%	u	-20.8%	3.2%	-16.2%
CCCCCNc1nc(-c2ccccc2)nc(-n2ccnc2)n1	15.2%	-8.0%	-8.7%	-0.3	-12.3	0.3%	-0.4%	4.1%	-8.9%	-2.1%	2.4%
COc1ccc2cc(C(c3nnnn3C3CCCC3)N3CCCCCC3)c3nnnn3c2c1 (stereo unspecified)	-18.2%	-1.2%	7.3%	-8.5	-1.6	9.3%	0.3%	-2.2%	-13.8%	-0.4%	-1.5%
Cc1ccc(NP(=O)(Nc2ccc(C)cc2)Nc2ccc(C)cc2)cc1	u	-3.7%	0.2%	-1.7	-6.2	-5.6%	0.1%	-2.6%	-7.2%	5.7%	-5.4%
CCCC(NCC(=O)Nc1cc(S(=O)(=O)N2CCOCC2)ccc1OC)c1ccccc1 (stereo unspecified)	x	-11.7%	x	9.7	-22.6	x	-0.9%	-0.8%	-5.3%	x	3.0%
Cc1nc(Cc2nnc(SCC(=O)N3CCN(c4ccccc4)CC3)o2)cs1	x	-2.1%	x	-11.4	3.8	x	-0.6%	4.0%	-37.9%	x	2.0%
CC(C)(C)C(=O)CSc1nc2ncc(Br)cc2[nH]1	6.9%	5.6%	7.9%	3.5	-0.2	14.2%	-5.2%	1.1%	-2.2%	2.9%	-0.5%
Cc1nc2ccc(NC(=O)c3ccccc3)cc2s1	1.8%	-3.3%	2.3%	7.7	3.2	-0.1%	2.0%	u	-0.6%	3.8%	-4.9%
COc1ccccc1N1CCN(S(=O)(=O)CC23CCC(CC2=O)C3(C)C)CC1 (stereo unspecified)	-24.3%	4.6%	2.8%	0.5	-13.0	2.4%	0.5%	-2.1%	10.0%	0.1%	0.3%
Cn1cccc1C(=O)OCC(=O)c1ccc(Br)s1	x	x	x	6.9	-6.5	x	-0.6%	5.7%	-0.4%	x	0.0%
CCC(CC)NC(=O)CO/N=C/c1ccc(Cl)cc1Cl	-10.3%	6.7%	-2.4%	-13.3	-3.8	-2.0%	-14.3%	7.0%	-8.2%	0.9%	2.7%
Cc1cc(/C=C2/NC(=O)NC2=O)c(C)n1-c1ccc(N2CCOCC2)cc1	-23.6%	10.5%	u	-7.9	0.8	10.2%	0.9%	u	-5.9%	0.4%	12.9%
Cn1cnnc1SCC(=O)OCN1C(=O)c2ccccc2C1=O	2.2%	0.3%	-0.7%	0.6	-9.0	-0.1%	2.0%	6.6%	6.7%	-1.1%	6.1%
COc1ccccc1NC(=O)COC(=O)c1ccc2c(c1)OCCO2	x	0.1%	x	-12.3	5.3	x	2.3%	-1.3%	-16.5%	x	2.5%
CCOC(=O)C1CCN(C(=O)c2ccccc2CCc2ccccc2)CC1	u	6.8%	0.2%	-12.0	0.3	-0.3%	-0.2%	0.4%	-2.4%	-4.1%	3.4%
O=C(CCC(=O)Nc1ccccc1)NNS(=O)(=O)c1ccccc1[N+](=O)[O-]	2.1%	-31.5%[inhibitor]	11.2%	-2.7	-0.7	-25.6%	5.3%	10.3%	-8.1%	-2.8%	4.6%
Cc1ccc(NC(=O)CSc2nc(O)cc(=O)n2C)cc1	0.3%	-3.5%	-7.9%	-19.9	5.2	-0.2%	1.2%	-1.2%	-5.1%	x	2.6%
Cc1ccc(-n2c(C)cc(C(=O)CN3CCOCC3)c2C)cc1	-17.3%	2.7%	2.8%	0.7	4.8	x	0.5%	-7.3%	-1.2%	11.2%	2.8%
CCOc1ccc(OCc2ccc(C(=O)N3CCCC(C)C3)cc2)cc1 (stereo unspecified)	u	-1.0%	-4.2%	-12.3	-4.0	1.0%	0.0%	-1.8%	-4.1%	-0.6%	-6.8%
O=C(CSC1=NC(=O)C(Cc2ccccc2)C(=O)N1)Nc1ncccn1 (stereo unspecified)	16.9%	-3.5%	-15.1%	4.9	x	11.3%	1.7%	u	-2.8%	4.4%	x
Cc1n[nH]c(C)c1Cc1ccc(C(=O)O)cc1	46.6%[activator]	2.3%	-5.6%	6.8	-9.9	3.0%	-1.1%	5.9%	3.7%	0.4%	-0.3%
Cc1nn(-c2ccc(C(=O)OC(C)C)cc2)c(C)c1[N+](=O)[O-]	-24.0%	-2.4%	0.0%	-15.5	2.9	-4.2%	-0.3%	0.4%	-2.6%	-1.1%	1.1%
Cc1ccc(CN2CC(C(=O)N3CC(C)CC(C)C3)CC2=O)cc1 (stereo unspecified)	x	-5.8%	x	-7.9	4.4	x	0.6%	5.0%	-21.3%	x	7.0%

Going on with the list.
SMILES	Menin-MLL TR inh	Mito fusion act	MBNL1-CUG inh	TSHR antag	hERG WT inh	PKM2 act	USP2a block	BCR signal inh	Eya2 phos inh	GALK inhibitor	S-ASM inh
O=C(CSc1nnc(C2CC2)n1CC1CCCO1)Nc1ccccc1Cl (stereo unspecified)	-19.9%	14.3%	-8.6%	-5.7	-4.5	-0.7%	1.1%	-0.9%	0.0%	4.8%	-9.5%
COc1ccc(/C=C2\SC(=S)N(CCC(=O)Nc3ccc(O)cc3)C2=O)cc1	u	-2.7%	-1.4%	-1.9	-8.7	4.5%	-0.2%	u	5.1%	-3.2%	0.0%
COc1ccc(C)cc1-n1nnnc1SCc1cn2ccsc2n1	1.5%	6.4%	1.4%	-6.9	7.2	14.9%	5.0%	-0.2%	0.8%	1.5%	4.4%
COc1ccc(Nc2nc(N)c3ccccc3n2)c(OC)c1	-12.1%	-4.8%	-5.1%	6.5	-6.7	-4.2%	3.0%	u	-2.7%	1.0%	-1.6%
N#CC(C(=O)NC1CCCCC1)c1nc2ccccc2nc1N1CCN(c2ccc(F)cc2)CC1 (stereo unspecified)	-24.4%	0.9%	5.9%	5.5	x	-1.7%	4.6%	1.2%	-6.2%	-4.3%	x
O=C(Cc1ccccc1)NN1C(=O)c2ccccc2C1=O	-1.6%	12.4%	19.6%	32.9	-2.0	-13.7%	0.5%	-0.2%	-8.8%	5.6%	2.3%
Cc1nc2ccccn2c1C(=O)NC1CCCC1	-0.1%	-2.0%	-2.4%	-13.7	-18.2	5.6%	1.0%	-1.6%	0.8%	0.8%	2.3%
COc1ccc(C)cc1Cn1nnc2ccccc21	x	4.6%	x	-7.2	-4.4	x	-1.7%	-0.1%	5.2%	x	2.7%
CCC1CCc2sc(C(=O)N(C)CC(=O)Nc3ccc(N4CCOCC4)cc3)cc2C1 (stereo unspecified)	x	16.1%	x	15.1	-1.9	x	0.5%	12.3%	-17.2%	x	x
O=C(c1ccc2nccnc2c1)N1CCCC(Nc2ccc(F)c(F)c2)C1 (stereo unspecified)	x	5.0%	8.9%	14.7	-13.3	-4.7%	3.5%	-3.4%	3.3%	-7.9%	-0.3%
Cc1ccc(NC(=O)CSc2ccccn2)cc1S(=O)(=O)N1CCOCC1	-1.2%	1.8%	3.2%	-6.9	2.6	-2.1%	3.6%	-0.6%	12.2%	-0.6%	-2.9%
CCOC(=O)C1=C(c2ccccc2)N2CCS(=O)(=O)N=C2S1	22.6%	-8.8%	6.3%	-7.8	12.5	5.5%	-1.0%	-0.8%	-7.9%	-1.1%	4.7%
CCc1ccccc1NC(=O)COC(=O)C1CC(=O)N(c2ccc(F)cc2)C1 (stereo unspecified)	4.7%	-2.6%	0.6%	-4.8	-9.8	-4.4%	0.5%	6.2%	-5.9%	3.5%	2.8%
O=C(NCc1ccco1)c1cc(C(=O)C2CCCCC2)c[nH]1	17.9%	4.2%	-3.2%	-13.4	5.2	-1.2%	-6.9%	u	-2.2%	0.3%	0.8%

Only part of the results is shown; count on the stated rates, not on these rows.
